# RGS4-Gao reg: human RGS4-Galphao interaction regulation | Multiplexed bead flow cytometry, RGS4-Galphao binding; actives lie on both sides | 220,000 tested, 0.33% active | P09471 | binding response (% of control), % at 10 µM; in the data active = binding response below about 49% or above about 150%; inactive = in between;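 also: fluorescent Galphao activated with aluminum fluoride binding bead-coupled RGS4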
# Bim-Bcl-XL: inhibitors of Bim-Bcl-XL interaction, human | inhibition, % at 10 µM | Bim peptide-Bcl-XL binding, bead flow cytometry, fluorescence | AID 1007 | 190,000 tested, 0.04% active
# Target sequence (Q07817 whole entry, looked up): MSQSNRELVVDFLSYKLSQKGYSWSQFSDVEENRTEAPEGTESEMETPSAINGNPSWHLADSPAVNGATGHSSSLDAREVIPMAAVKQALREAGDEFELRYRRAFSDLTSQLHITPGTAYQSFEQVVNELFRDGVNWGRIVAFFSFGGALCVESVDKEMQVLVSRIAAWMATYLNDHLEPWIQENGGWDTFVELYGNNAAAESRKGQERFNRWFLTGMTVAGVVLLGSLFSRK
# Mcl1 Noxa PPI: Mcl-1/Noxa interaction inhibition; Q07820; TR-FRET Mcl-1/Noxa peptide binding, 2 h; inhibition, % at 21.7 µM; 220,000 tested, 1.5% active;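 active = compounds that cut the protein-peptide binding signal by more than 50% relative to plate controls in a single-dose test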;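 also: His-tagged Mcl-1 with rhodamine Noxa BH3 peptide and terbium anti-His antibody; 0% = Mcl-1 plus Noxa peptide wells and 100% = peptide-only wells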
# RGS8-Gao: modulates binding of RGS8 to human Galphao | P09471 | 220,000 tested, 0.34% active | multiplexed bead flow cytometry; actives lie on both sides | response (percent of control binding), % at 10 µM; in the data active = response below about 60% or above about 140%; inactive = in between;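 also: Galphao activated as the GDP aluminium fluoride complex binding bead-coupled RGS8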
# Bfl-1 Bim block: human Bim-Bfl-1 interaction inhibition; 190,000 tested, 0.12% active; Bead-based flow cytometry, Bim-Bfl-1 binding inhibition; inhibition, % at 10 µM; Q16548;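 also: 0% = wells without compound plus tracer and 100% = blocker peptide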
# Mcl1-Bid inh: disrupts binding of human Mcl-1 to Bid peptide; Q07820; TR-FRET Mcl-1/Bid-Dy647 peptide binding, 1536-well; inhibition, % at 21.7 µM; 220,000 tested, 0.97% active; AID 1021;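 active = compounds that cut the binding signal by more than half at the single screening dose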;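 also: His-tagged Mcl-1 with europium anti-His antibody binding Bid BH3 peptide; 0% = Mcl-1 plus peptide wells and 100% = peptide-only wells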
# Bim-Bcl-B: disrupts Bim peptide binding to human Bcl-B. AID 951. bead-based flow cytometry. inhibition, % at 10 µM. 190,000 tested, 0.073% active;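 also: 0% = tracer peptide without compound and 100% = reference inhibitor peptide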
# Target sequence (Q9HD36 whole entry, looked up): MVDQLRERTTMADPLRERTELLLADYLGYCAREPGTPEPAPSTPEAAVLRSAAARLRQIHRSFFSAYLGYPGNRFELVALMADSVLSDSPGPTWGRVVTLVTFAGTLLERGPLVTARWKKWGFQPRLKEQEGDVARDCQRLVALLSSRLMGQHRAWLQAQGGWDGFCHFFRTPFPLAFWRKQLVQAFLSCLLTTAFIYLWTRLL
# Bim-Bcl-2: disrupts Bim peptide binding to human Bcl-2; P10415; Bead-based flow cytometry, Bim peptide-Bcl-2 binding; inhibition, % at 10 µM; 190,000 tested, 0.06% active; AID 950; in the data active = inhibition above about 40%; inconclusive = no clear call, values can overlap the other calls;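 also: 0% = no compound wells with probe peptide and 100% = reference peptide inhibitor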
# Target sequence (P10415 whole entry, looked up): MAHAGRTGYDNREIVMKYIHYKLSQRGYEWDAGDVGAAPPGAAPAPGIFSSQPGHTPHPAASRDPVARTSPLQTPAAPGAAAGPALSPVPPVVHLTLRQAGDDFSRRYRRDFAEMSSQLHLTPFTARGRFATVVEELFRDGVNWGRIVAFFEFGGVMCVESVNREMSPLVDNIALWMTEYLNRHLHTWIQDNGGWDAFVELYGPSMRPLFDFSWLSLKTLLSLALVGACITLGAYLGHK
# Bim-Mcl-1: inhibitors of Bim-Mcl-1 interaction, human | Q07820 | Bead-based flow cytometry, Bim peptide-Mcl-1 binding | inhibition, % at 10 µM | 190,000 tested, 0.1% active;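 also: 0% = no compound tracer wells and 100% = peptide blocker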
# Bim-Bcl-W: disrupts Bim peptide binding to human Bcl-W. bead-based flow cytometry. AID 952. inhibition, % at 10 µM. 190,000 tested, 0.02% active;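 also: 0% = bound tracer without compound and 100% = peptide blocker; higher means less fluorescent Bim peptide bound to Bcl-W beads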
# Target sequence (Q92843 whole entry, looked up): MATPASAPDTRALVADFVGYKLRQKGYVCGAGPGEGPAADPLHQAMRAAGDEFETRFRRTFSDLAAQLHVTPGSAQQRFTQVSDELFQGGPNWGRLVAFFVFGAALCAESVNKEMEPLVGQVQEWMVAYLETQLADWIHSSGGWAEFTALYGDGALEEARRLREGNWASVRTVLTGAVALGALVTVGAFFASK
# RGS7-Gao: modulates binding of RGS7 to human Galphao; P09471; binding response (% of control), % at 10 µM; Multiplexed bead flow cytometry; actives lie on both sides; 220,000 tested, 0.35% active; in the data active = binding response below about 49% or above about 150%; inconclusive = no clear call, values can overlap the other calls; inactive = in between;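 also: fluorescent Galphao held in activated GDP-AlF4 state binding bead-coupled RGS7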
# Starred values were filed as active, the others as inactive; ? = inconclusive; nt = no result given. Rule as the data show it, unless noted: active = inhibition above about 40%.
SMILES,RGS4-Gao reg,Bim-Bcl-XL,Mcl1 Noxa PPI,RGS8-Gao,Bfl-1 Bim block,Mcl1-Bid inh,Bim-Bcl-B,Bim-Bcl-2,Bim-Mcl-1,Bim-Bcl-W,RGS7-Gao
COc1ccc(C(=O)Nc2ccc(C3(C#N)CCCC3)cc2)cc1,103,0,7,104,-6,-2,-1,-2,-1,-1,102
Cc1cc(-c2n[nH]c(=S)n2Cc2ccco2)nn1C,104,-9,-3,97,-5,-27,-8,-2,-5,-5,100
CCC(=O)NC1=C(NC(C)c2ccccc2)C(=O)c2ccccc2C1=O (configuration not stated),109,0,24,107,-5,5,-5,-5,0,0,107
CCCCOP(=O)(c1ccc(N(C)C)cc1)C(O)c1ccncc1 (configuration not stated),100,-10,15,102,-10,-71,-1,0,4,6,99
COc1ccc(-c2nn(-c3ccccc3)cc2C(=O)O)cc1OC,109,-7,0,109,-18,-3,-7,-15,-1,0,110
O=C(COc1cc(O)c2c(=O)c3ccccc3oc2c1)OCc1ccccc1,104,nt,16,104,nt,6,nt,nt,nt,nt,?
COc1ccc(/C=N/n2cnc3scc(-c4cccs4)c3c2=O)cc1OC,103,-5,2,103,-2,7,-7,0,-5,-4,104
CN(C)c1ccc(/C=N/NC(=O)C2COc3ccccc3O2)o1 (configuration not stated),99,-2,28,96,2,4,3,6,-1,0,100
CCOC(=O)c1c(C)[nH]c(C(=O)CN2C(=O)NC(C)(c3ccc4ccccc4c3)C2=O)c1C (configuration not stated),103,-7,12,101,-10,0,-4,-5,4,5,102
Cc1ccc(-n2nnc3c(=O)n(CC(=O)OCc4ccccc4)cnc32)cc1,102,-3,1,102,-8,-10,-5,-5,0,-1,105
COc1ccc(OC)c(-c2cc(C(=O)Nc3cccc(Cl)c3)no2)c1,100,-7,-28,99,-14,11,-4,-8,0,-1,98
Nc1cc(=O)[nH]n1C1CCCC1,101,-1,17,101,-5,-26,-2,-4,-2,-1,?
CC1=NC(=O)C(N=Nc2cccc(C(=O)O)c2)N1c1ccccc1 (configuration not stated),101,0,23,101,-9,-4,-4,-1,3,1,101
CCCCc1c(O)nc2ccccn2c1=O,97,-10,-7,99,-15,-34,-10,-8,-6,-5,95
COc1cc(C2CC(=O)Oc3c2c(=O)n(C)c2ccccc32)cc(OC)c1OC (configuration not stated),97,-3,-3,97,-3,0,-1,0,-2,0,93
CCN(CC)CCNc1nc2c(c(=O)[nH]c(=O)n2C)n1CC(O)COc1ccc(Cl)cc1Cl (configuration not stated),100,1,15,100,-12,-34,-5,-3,1,2,98
CCCCOC(=O)CCc1c(C)n[nH]c1C,103,nt,11,98,nt,-8,nt,nt,nt,nt,?
O=C(CCCn1c(=O)[nH]c2ccsc2c1=O)NCc1cccs1,102,-1,12,97,3,-7,1,1,2,2,106
O=C1NCC(c2ccccc2)C1C(=O)N/N=C/c1ccc(Cl)s1 (configuration not stated),100,-1,-6,98,-6,-27,-6,0,-3,-3,96
Cc1oc(-c2ccccc2)cc1C(=O)NC1CCN(Cc2ccccc2)CC1,106,nt,6,106,nt,-26,nt,nt,nt,nt,?
O=C1NC[C@@H](Cc2ccc(O)cc2)N(CC2CCCCC2)C1=O,104,nt,-11,104,nt,-40,nt,nt,nt,nt,?
CC1Oc2ccccc2OC1C(=O)Nc1ccccn1 (configuration not stated),97,nt,-14,100,nt,-1,nt,?,nt,nt,99
O=C(CCN1C(=O)c2ccccc2C1=O)NCCC1=CCCCC1,99,-4,17,96,1,-33,-1,-4,0,-6,98
O=C(O)[C@H](CSCc1ccccc1)NS(=O)(=O)c1ccc(F)cc1,98,-8,-17,108,-2,-31,-4,-11,-12,-9,95
CC(=O)Nc1ccc(NC(=O)CSc2ncnc3c2cnn3Cc2ccccc2)cc1,98,nt,9,99,nt,-32,nt,nt,nt,nt,?

# (more compounds)
SMILES,RGS4-Gao reg,Bim-Bcl-XL,Mcl1 Noxa PPI,RGS8-Gao,Bfl-1 Bim block,Mcl1-Bid inh,Bim-Bcl-B,Bim-Bcl-2,Bim-Mcl-1,Bim-Bcl-W,RGS7-Gao
Cc1cccc2nc(CSc3nc4[nH]ncc4c(=O)n3-c3cccc(Cl)c3)cc(=O)n12,101,-4,15,103,1,3,-3,1,0,0,103
CCOC(=O)c1c(NC(=O)C2CCCO2)sc2c1CCC2 (configuration not stated),99,-8,10,99,-12,-17,-9,-8,0,-1,102
CCOC(=O)CS(=O)(=O)c1nc(-c2ccc(F)cc2)cc(C(F)(F)F)n1,96,-5,10,84,7,-27,-8,3,-12,-2,102
Cc1ccc(NC(=O)/C(Cl)=C/c2ccccc2)cc1C,104,2,14,102,4,-9,1,3,6,5,105
O=C(O)COc1ccccc1/C=N/NC(=O)CSc1nnc(SCc2cccc3ccccc23)s1,92,nt,23,100,nt,26,nt,nt,nt,nt,?
CCOC(=O)C1CCN(CC(=O)Nc2cc(S(=O)(=O)N3CCOCC3)ccc2C)CC1,98,-3,17,100,-5,26,-1,-3,-1,0,102
Cc1ccc(C(C[N+](=O)[O-])n2nc(C)cc2C)cc1 (configuration not stated),100,0,14,99,0,24,-1,-3,-5,-1,100
COc1cc(CNCCN2CCOCC2)ccc1OCc1c(Cl)cccc1Cl,108,2,42,115,-9,3,2,-6,2,2,97
Cc1ccc(NCCc2ccc(C)nc2)cc1,100,-3,30,104,-8,-31,-2,-2,2,0,102
C=CCNC(=O)C1CCN(c2c([N+](=O)[O-])cc(C(F)(F)F)cc2[N+](=O)[O-])CC1,97,-11,-4,97,-11,-13,-6,-6,0,0,97
CC(=O)NNC(=S)Nc1cc(S(=O)(=O)N(C)C)ccc1C,96,-7,-18,78,1,-14,-8,-2,-2,0,99
Cc1nc2ccccn2c1C(=O)OCC#N,102,-4,24,102,-2,-22,-2,-1,-1,-2,94
O=C(c1ccccc1Cl)N(C(=O)c1ccccc1Cl)c1nccc(-c2cccs2)n1,106,4,13,103,4,2,0,8,0,0,106
COc1cc(/C=C/C(=O)OCC(=O)c2c[nH]c3ccccc23)ccc1OC(F)F,98,-3,7,100,-9,-2,-2,-8,-1,0,98
CCn1c(SCC(=O)NCc2cccs2)nnc1-c1ccncc1,97,1,-5,99,-2,-20,-3,0,0,-1,96
CC(C)(C)c1cc(=O)[nH]c(SCc2ccccc2Cl)n1,101,-2,13,99,-4,17,-4,-1,0,1,100
COc1ccc(N2CCc3c(C)nc(SC)nc32)cc1,110,1,7,106,-3,-21,0,-1,3,2,113
COc1ccc2[nH]c3c(=O)n(Cc4ccco4)cnc3c2c1,90,-2,22,92,3,73*,1,-3,-2,-1,91
COc1ccc(C2C(C(=O)O)CCC(=O)N2c2ccc(C)cc2)cc1OC (configuration not stated),99,nt,-25,98,nt,-37,nt,nt,nt,nt,?
C=CCn1c(CCNC(=O)c2ccc(Cl)c(Cl)c2)nnc1SCCOc1ccc(OC)cc1,101,-1,6,102,-8,1,-8,-9,-1,0,112
Cn1nc(C(F)(F)F)c(/C=N/OC(=O)c2ccccc2Cl)c1SCc1ccccc1Cl,99,-4,11,104,-14,12,-8,-12,-2,0,105
O=C(CCn1c(=S)oc2ccccc21)NC1CCCCC1,101,nt,-4,101,nt,-12,nt,nt,nt,nt,?
CCCCNc1ccc(C(CC(N)=O)NC(=O)c2ccccc2)cc1[N+](=O)[O-] (configuration not stated),101,nt,4,104,nt,-28,nt,nt,nt,nt,?
COc1ccc(N/C=C\C(=O)c2ccc3c(c2)OCO3)cc1,96,-11,10,94,3,-41,-9,0,0,4,99
O=C(CC(=O)N/N=C\c1cccc(Cl)c1Cl)NCc1ccccc1,93,-6,-8,97,0,-15,-8,-2,-3,-1,90

# Six compounds picked at random from those above:
SMILES,RGS4-Gao reg,Bim-Bcl-XL,Mcl1 Noxa PPI,RGS8-Gao,Bfl-1 Bim block,Mcl1-Bid inh,Bim-Bcl-B,Bim-Bcl-2,Bim-Mcl-1,Bim-Bcl-W,RGS7-Gao
CC(C)(C)c1cc(=O)[nH]c(SCc2ccccc2Cl)n1,101,-2,13,99,-4,17,-4,-1,0,1,100
Nc1cc(=O)[nH]n1C1CCCC1,101,-1,17,101,-5,-26,-2,-4,-2,-1,?
C=CCNC(=O)C1CCN(c2c([N+](=O)[O-])cc(C(F)(F)F)cc2[N+](=O)[O-])CC1,97,-11,-4,97,-11,-13,-6,-6,0,0,97
O=C(O)[C@H](CSCc1ccccc1)NS(=O)(=O)c1ccc(F)cc1,98,-8,-17,108,-2,-31,-4,-11,-12,-9,95
CCOC(=O)C1CCN(CC(=O)Nc2cc(S(=O)(=O)N3CCOCC3)ccc2C)CC1,98,-3,17,100,-5,26,-1,-3,-1,0,102
COc1ccc(C2C(C(=O)O)CCC(=O)N2c2ccc(C)cc2)cc1OC (configuration not stated),99,nt,-25,98,nt,-37,nt,nt,nt,nt,?

# More structures follow:
SMILES,RGS4-Gao reg,Bim-Bcl-XL,Mcl1 Noxa PPI,RGS8-Gao,Bfl-1 Bim block,Mcl1-Bid inh,Bim-Bcl-B,Bim-Bcl-2,Bim-Mcl-1,Bim-Bcl-W,RGS7-Gao
CCn1c(/C=C/N(C(C)=O)c2ccccc2)[n+](CCCS(=O)(=O)[O-])c2cc(Cl)c(Cl)cc21,96,-2,17,87,2,14,-1,0,0,0,96
CSCCC(NC(=O)c1ccc(C(C)(C)C)cc1)C(=O)O (configuration not stated),106,-1,17,104,-3,-26,0,-2,-2,-3,101
CC(C)C(=O)Nc1csc(C(F)(F)F)c1-c1ccccc1,97,nt,3,102,nt,-11,nt,nt,nt,nt,?
COc1ccc(C(CC(=O)N2CCN(c3ccccc3)CC2)c2c(OC)cc(OC)c3ccc(=O)oc23)cc1 (configuration not stated),101,nt,4,101,nt,-59,nt,nt,nt,nt,?
CC(C)NC(=O)NC(=O)COC(=O)c1cc[n+]([O-])cc1,97,-1,15,100,-5,-12,-1,0,0,0,?
CCOC(=O)C1CCN(C(=O)CSC2=NCCS2)CC1,108,0,-2,106,-6,-14,-5,-9,0,2,107
COc1ccccc1N1CCN(CC(=O)Nc2ccc(CN3CCCCC3)cc2)CC1,103,-5,27,103,-11,43,-7,-7,-2,-2,98
COc1cc(NS(=O)(=O)c2cc(C)ccc2OC)c(OC)cc1Cl,94,0,-7,93,4,-7,3,4,0,2,87
O=S(=O)(c1ccc2c(c1)OCCO2)N1CCC(c2nc3ccccc3[nH]2)CC1,99,1,-2,98,-2,-7,-1,0,0,-1,96
O=C(O)c1cccc(NC(=O)c2cc(-c3cccc(Cl)c3)nc3ccccc23)c1,99,-3,7,100,-4,-44,0,-2,-1,-3,98
CCCC(=O)C1=C(O)C(C(=O)OC)C(C)(C)CC1=NC(C)C (configuration not stated),104,-5,-2,101,2,1,-7,0,-3,-5,103
COc1ccc(C2CC(=O)c3cnc(N4CCN(Cc5ccccc5)CC4)nc3C2)cc1 (configuration not stated),102,-3,2,101,-11,-8,-5,-9,-1,1,98
O=C(c1ccc(Cl)cc1)C1CCN(C(=O)C2CC2)CC1,103,-1,-5,104,-2,2,0,-2,-1,-2,102
O=[N+]([O-])c1ccc2nc(SCc3ccccc3Cl)sc2c1,93,0,-8,99,0,-21,-3,0,0,0,97
CCOC(=O)c1ccc(Nc2cc(C)nc(C)c2C(=O)OCC)cc1,96,-5,3,97,-5,-19,-3,0,-1,5,102
OC1(c2cccc(C(F)(F)F)c2)CCNCC1,104,-8,20,105,-11,1,-7,-7,0,2,108

# An excerpt from above with just Bim-Bcl-2 and Mcl1-Bid inh:
SMILES	Bim-Bcl-2	Mcl1-Bid inh
O=C(c1ccc(Cl)cc1)C1CCN(C(=O)C2CC2)CC1	-2	2
O=[N+]([O-])c1ccc2nc(SCc3ccccc3Cl)sc2c1	0	-21

# This is a random part of the collection; any-hit rate near 2.7%.
